From PubChem
GLP1R cytotox – cytotoxic in the GLP-1 receptor inverse agonist counter-screen; AID 624418; HEK293 cAMP-luciferase reporter cells, luminescence, 24 h; hit rate 0.13% among 410,000; Potency, µM (series often up to 38.3 µM), inactives show top-dose activity change, negative = inhibition, hits mostly inhibitors;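 note: loss of luciferase light is scored as toxicity; potency is the fitted concentration of half-maximal effect; % is set by controls: 0 for no effect and ±100 for the full control effect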
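To flag toxic compounds, the library was rerun on cells for 24 hr at 37 deg C and 5% CO2. Viability-linked luminescence was captured 12 min after adding luciferase detection reagent.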
KB-3-1 cytotox – kills parental KB-3-1 adenocarcinoma cells; AID 1347075; Potency, µM (top dose mostly 46.1 µM), for the others: at the top dose activity change, negative = cytotoxic, most hits filed as cytotoxic; KB-3-1 viability, CellTiter-Glo ATP luminescence, 72 h; hit rate 1.4% among 400,000; note: potency is the fitted concentration of half-maximal effect; % is set by controls: 0 for no effect and ±100 for the full control effect; nearly all actives have a fitted effect of over 60% in size
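Here the drug-naive KB-3-1 line serves as comparator for MDR sub-line selectivity; cells received compound titrations, 72 h at 37 °C, then CellTiter-Glo readout.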
HT1080 IDH1KD tx – toxicity to HT-1080 IDH1 knockdown cells (counter line) | Potency, µM (titrated, usually from 46.1 µM), without a hit: top-dose activity, negative = toxicity, most hits filed as cytotoxic | HT-1080 IDH1 knockdown viability, ATP luminescence, 48 h | hit rate 2% among 360,000;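 note: potency is the fitted concentration of half-maximal effect; 0% = DMSO wells and -100% = cell-free medium wells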
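In this qHTS, HT-1080 cells depleted of IDH1 are exposed for 48 h at 37 °C to compound titrations. Toxicity is scored from CellTiter-Glo luminescence, with DMSO as full viability and medium alone as none.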
KB-V1 MDR tox – kills drug-selected multidrug resistant KB-V1 cells; KB-V1 MDR cells viability, CellTiter-Glo, 72 h; hit rate 3.4% among 400,000; AID 1347076; Potency, µM (doses to about 46.1 µM), for inactives: top-dose activity change, negative = cytotoxicity, most hits filed as cytotoxic; note: potency is the fitted concentration of half-maximal effect; % is set by controls: 0 for no effect and ±100 for the full control effect; nearly all actives have a fitted effect of over 60% in size
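Cytotoxicity via CellTiter-Glo luminescence after 72 h compound exposure at 37 degrees C. Cells: drug-selected KB-V1 line, DMEM phenol-red free plus 10% FBS. Compounds tested at multiple concentrations; normalized data fitted to concentration-effect curves.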
MCF10A rereplic – induces DNA re-replication in MCF 10a normal breast cells; MCF 10A DNA re-replication, Hoechst nuclear intensity, 48 h; Potency, µM (doses to about 46.1 µM), for the others: at the top dose activity, positive = re-replication, actives largely listed as activators; hit rate 2.9% among 350,000; note: potency is the fitted concentration of half-maximal effect; % of control where 0% means no effect; nearly all actives have a fitted effect of over 50% in size
IL-1B inflam inh – blocks inflammasome-driven IL-1 beta release; THP-1 LPS/ATP IL-1B secretion, AlphaLISA, 16 h; hits give low values; hit rate 4.7% among 360,000; activity change, % at 57.5 µM; in the data active = activity change below about -50%; inconclusive = mostly about -30% to -49%; note: % is set by controls: 0 for no effect and ±100 for the full control effect
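Secreted IL-1B measured by AlphaLISA bead assay after 16 h compound exposure of THP-1 cells; compounds (final up to 57.5 uM) added 1 h before LPS (250 ng/mL) and ATP (1.25 mM) stimulation; lower signal means less secretion.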
HT1080-NT tox – kills 2HG-producing HT-1080-NT fibrosarcoma cells; AID 686970; Potency, µM (doses to about 46.1 µM), inactives show at the highest dose activity, negative = less viability, actives largely listed as cytotoxic; hit rate 1.6% among 360,000; HT-1080-NT fibrosarcoma viability, CellTiter-Glo ATP luminescence, 48 h;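 note: NT is the 2HG producing partner of a matched IDH1 knockdown line; potency is the fitted concentration of half-maximal effect; 0% = DMSO-treated cells and -100% = media-only wells without cells; nearly all actives have a fitted effect of over 55% in size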
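Fibrosarcoma NT cells, 750 per well in 5% FBS RPMI, were exposed to compound for 48 hours. Viability: CellTiter-Glo luminescence.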
SW480 rereplic – DNA re-replication induction in SW480 cells. Potency, µM (top dose mostly 46.1 µM), without a hit: at the top dose re-replication activation, most hits filed as activators. SW480 DNA re-replication, Hoechst DNA content imaging, 48 h. hit rate 1.8% among 340,000. AID 624297; note: potency is the fitted concentration of half-maximal effect; % of control where 0% means no effect; nearly all actives have a fitted effect of over 55% in size
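Image-based DNA-content assay: after two days of treatment, nuclei were labelled with the DNA dye Hoechst and imaged, and hits were compounds raising the count of nuclei showing high fluorescence intensity.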
D3 ag – agonists of human D3 dopamine receptor | P35462 | D3R DiscoveRx beta-arrestin cells, luminescence, 90 min | max activation, % | hit rate 0.58% among 410,000 | AID 652048; in the data active = max activation above about 30%; note: 0% is about no effect; mostly tested at two doses, the higher about 12 µM
Target sequence (P35462 whole entry, looked up): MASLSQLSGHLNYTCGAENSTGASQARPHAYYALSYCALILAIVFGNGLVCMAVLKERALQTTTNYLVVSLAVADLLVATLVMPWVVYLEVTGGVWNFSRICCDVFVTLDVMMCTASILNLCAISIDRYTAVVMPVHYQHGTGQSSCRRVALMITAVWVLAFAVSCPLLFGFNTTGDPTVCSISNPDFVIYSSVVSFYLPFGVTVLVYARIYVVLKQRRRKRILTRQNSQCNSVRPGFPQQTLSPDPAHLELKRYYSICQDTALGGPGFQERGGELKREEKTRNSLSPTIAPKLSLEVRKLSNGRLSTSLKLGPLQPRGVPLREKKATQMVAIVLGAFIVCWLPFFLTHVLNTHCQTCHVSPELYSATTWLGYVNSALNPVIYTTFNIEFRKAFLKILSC
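Agonist mode: compounds and dopamine controls were applied to plated cells for 90 min at 37 degrees C after an overnight attachment at 1500 cells/well. Luminescent read-out followed 30 - 60 minutes at room temperature with DiscoveRx detection reagent.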
An asterisk follows results filed as active; ? = inconclusive; / = no result given; & = joins results of further samples; [ ] = another dose, or the depositor's remark. Unless noted, calls come from the whole dose curve; as a rule, active = well fitted curve in the direction sought with a large enough effect; inconclusive = small, poorly fitted or top-dose-only effect, or another doubt; inactive = no such curve, though single readings can be large; an effect the other way counts as inactive or inconclusive.

SMILES	GLP1R cytotox	KB-3-1 cytotox	HT1080 IDH1KD tx	KB-V1 MDR tox	MCF10A rereplic	IL-1B inflam inh	HT1080-NT tox	SW480 rereplic	D3 ag
C[C@H]1CN([C@@H](C)CO)C(=O)CCCn2nncc2CO[C@@H]1CN(C)Cc1cccc(C(=O)O)c1	3%	0%	28%	0%	/	-7	14%	/	13
CCNC(=S)N/N=C/c1ccc(-c2ccccc2)o1	?	-19%	3%	?	?	-14	4%	15%	-6
Cc1c(NC(=O)c2cc(-c3ccc(Cl)cc3)on2)c(=O)n(-c2ccccc2)n1C	-2%&3%	-6%&-5%	-1%	?	-1%	-18	6%	-10%	-34&-13
COc1ccc(Sc2ccc(/C=C3\C(=O)NN(c4ccccc4)C3=O)o2)cc1	-16%	2%	0%	7%	?	-12	-1%	-12%	-1
O=C(c1ccccc1F)N(NC(=O)C(O)(c1ccccc1)c1ccccc1)c1ccccc1	-4%	-7%	-1%	-7%	-1%	-7	-2%	-7%	1
Cc1ccc(NS(=O)(=O)c2ccc3nc(-c4ccccc4)[nH]c3c2)cc1Cl	-14%	?	/	-4%	/	/	/	/	-6
COc1ccc(C2/C=C\CN(CC3CC3)CC(=O)N2Cc2ccc(F)cc2)cc1 (configuration not stated)	2%	-17%	2%	-10%	16%	-23	1%	-11%	3
CCCN(CCC)CCCNC(=O)c1cn(C)c2ccc(S(=O)(=O)N(C)C3CCCCC3)cc2c1=O	1%	3%	0%	19%	-2%	-12	0%	-12%	-6
COc1ccc(OC)c(CNS(=O)(=O)c2c(C(=O)N3CCCCCC3)c(C)n(C)c2C)c1	0%	9%	/	-5%	/	/	/	/	-2
O=C(Nc1ccc(Cl)c(S(=O)(=O)N2CCCCC2)c1)C1=COCCO1	-11%	4%	-1%	-7%	10%	-1	2%	4%	5

Reprinted from the part before: four compounds, then new ones.
SMILES	GLP1R cytotox	KB-3-1 cytotox	HT1080 IDH1KD tx	KB-V1 MDR tox	MCF10A rereplic	IL-1B inflam inh	HT1080-NT tox	SW480 rereplic	D3 ag
COc1ccc(C2/C=C\CN(CC3CC3)CC(=O)N2Cc2ccc(F)cc2)cc1 (configuration not stated)	2%	-17%	2%	-10%	16%	-23	1%	-11%	3
CCCN(CCC)CCCNC(=O)c1cn(C)c2ccc(S(=O)(=O)N(C)C3CCCCC3)cc2c1=O	1%	3%	0%	19%	-2%	-12	0%	-12%	-6
COc1ccc(OC)c(CNS(=O)(=O)c2c(C(=O)N3CCCCCC3)c(C)n(C)c2C)c1	0%	9%	/	-5%	/	/	/	/	-2
O=C(Nc1ccc(Cl)c(S(=O)(=O)N2CCCCC2)c1)C1=COCCO1	-11%	4%	-1%	-7%	10%	-1	2%	4%	5
CCOc1ccccc1N1CC(C(=O)NC2CCCCCC2)CC1=O (configuration not stated)	-11%	0%	8%	-11%	-8%	14	-4%	-11%	-10
O=C1C(Cc2c[nH]c3ccccc23)NC(=S)N1Cc1ccccc1 (configuration not stated)	9%	-5%	?	-3%	10%	-15	-6%	14%	-1
COc1ccc(CN(C)C(=O)C2CSC3(C)CCC(=O)N23)cc1 (configuration not stated)	-2%	5%	4%	25%	4%	5	5%	-85%[inhibitor]	6
O=C(COC(=O)c1cccc(S(=O)(=O)N2CCc3ccccc32)c1)Nc1ncc(C(F)(F)F)cc1Cl	4%	8%	-6%	0%	?	16	-1%	0%	-2
CC1(C)Cc2ccccc2-c2nc3n(c(=O)c21)CCCS3	0%	-13%	-5%	-9%	?	-3	-2%	0%	-4
Cc1csc(/C(=N\O)c2csc(C)n2)n1	-1%	-9%	16µM*	6%	-2%	2	?	-2%	-3
COc1ccc(NC(=O)CN2CCN(c3ccc(C)cc3C)CC2)cc1	-4%	-5%	5%	?	10%	5	-2%	-2%	-4
N#Cc1c(NC(=O)CSc2n[nH]c(N)n2)oc(-c2ccccc2)c1-c1ccccc1	11%	21%	10%	0%	12%	-7	4%	0%	-5
CCOC(=O)[C@@H]1[C@H]2COc3ccccc3[C@@H]2N2C(=O)N(c3ccc(Cl)cc3)C(=O)[C@@]12C	0%	5%	-1%	9%	-13%	-11	0%	22%[9.22 µM]	-4
O=C(NNC(=O)c1ccco1)c1cccc([N+](=O)[O-])c1	3%	-11%	?	0%	1%	0	?	-9%	4

Look-ups from the list:
Value for Cc1csc(/C(=N\O)c2csc(C)n2)n1 in SW480 rereplic: -2%
Value for CCOc1ccccc1N1CC(C(=O)NC2CCCCCC2)CC1=O (configuration not stated) in KB-3-1 cytotox: 0%
Value for CC1(C)Cc2ccccc2-c2nc3n(c(=O)c21)CCCS3 in IL-1B inflam inh: -3
Value for COc1ccc(NC(=O)CN2CCN(c3ccc(C)cc3C)CC2)cc1 in D3 ag: -4

The results go on.
SMILES	GLP1R cytotox	KB-3-1 cytotox	HT1080 IDH1KD tx	KB-V1 MDR tox	MCF10A rereplic	IL-1B inflam inh	HT1080-NT tox	SW480 rereplic	D3 ag
Cc1ccc(/C=N/NC(=O)CSc2nc3ccccc3s2)o1	-3%	-5%	3%	10%	7%	14	21%	-2%	-4
Cc1cc(C)c2c(CN3CCN(Cc4ccccc4)CC3)cc(=O)oc2c1C	6%	-5%	-7%	-3%	-11%	5	-13%	-13%	-6
CCC(C)NC(=O)Nc1ccc2c(c1)N(C)C(=O)c1ccccc1S2 (configuration not stated)	-2%	-6%	?	?	?	6	-22%	12%	-7
Cc1cc2c(cc1S(=O)(=O)N1CCN(c3cccc(C(F)(F)F)c3)CC1)OCC(=O)N2	-21%	7%	-2%	-20%	23µM*	54	8%	?	-6
N#C/C(=C(/O)COC(=O)Cc1c[nH]c2ccccc12)c1nc2ccccc2[nH]1	?	-1%	-17%	0%	?	14	-4%	15%	1
COc1ccc(-c2noc(C3CCCN(C(=O)c4c(F)cccc4F)C3)n2)cc1OC (configuration not stated)	-13%	13%	3%	0%	-1%	-17	3%	0%	29
O=C(Nc1ccc(S(=O)(=O)N2CCCC2)cc1)C1CC(=O)N(c2ccccc2)C1 (configuration not stated)	5%[7.66 µM]	15%	1%	-9%	-6%	3	1%	-5%	-1
COCCn1c(=O)c2c(nc3n2CCCN3Cc2ccccc2)n(C)c1=O	-4%	-5%	9%	-1%	4%	10	10%	-6%	12
COC(=O)CNC(=O)c1cccs1	20%	-2%	2%	23%	4%	6	1%	2%	-1
Cc1ccc(C(=O)N/N=C/c2nc3ccccc3n2C)cc1	-16%	?	10µM*	?	-2%	29	8.9µM*	1%	-17
O=C(NCc1ccccc1)c1cccc(COc2ccc(Cl)cc2)c1	13%	0%	-14%	18µM*	8%	?	-12%	9%	-1
COC(=O)COc1cc(OCC(=O)OC)c2c(-c3ccccc3)cc(=O)oc2c1	-19%	12%	6%	1%	0%	57	4%	-47%	3
CC1CC(C)CN(c2ccc(-n3cnnn3)cc2[N+](=O)[O-])C1 (configuration not stated)	-16%	5.2µM*	-9%	?	-2%	-22	-5%	2%	1
COCCCNC(=O)/C=C/[C@H]1O[C@@H](n2cnc3c(NC(=O)c4ccccc4)ncnc32)[C@H](O)[C@@H]1O	7%	0%	15%	17%	/	0	13%	/	1
O=C(N/N=C/c1cn(-c2ccccc2)nc1-c1cccs1)c1ccc(Cl)cc1	-16%	?	-17%	15µM*	?	-29	-9%	1%	-30
O=C(Nc1ccccc1)c1ccc(Cl)c(S(=O)(=O)Nc2ccccc2)c1	-1%	2%	/	9%	/	/	/	/	0
O=C1NC(=O)C2(CCC(C(=O)O)C2)N1 (configuration not stated)	-2%	13%	14%	7%	4%	32	13%	-1%	3
CC(OC(=O)c1cnccn1)C(=O)c1ccccc1 (configuration not stated)	-4%	1%	27%	?	-2%	-2	15%	-5%	-3
CCOC(=O)c1sc(=S)n(-c2ccc(OC)cc2)c1N	6%	-5%	4%	-29%	-62%[inhibitor]	/	-13%	-19%	-4
CC(C)(C)n1nc2c(c1NC(=O)c1ccc(S(=O)(=O)N3CCCCC3)cc1)CS(=O)C2 (configuration not stated)	-5%	-10%	9%	11%	?	-3	0%	-9%	1
CC1CCCN(S(=O)(=O)c2ccc(NC(=O)Cn3nnc(-c4ccccc4F)n3)cc2)C1 (configuration not stated)	-5%	-15%	?	2%	?	-3	?	?	1
O=C(CSc1nc2scc(-c3ccccc3)c2c(=O)[nH]1)Nc1ccccc1	-14%	/	-16%	/	?	16	0%	-4%	8
CC1(C)Cc2c(C#N)c(N3CCN(C(=O)c4ccco4)CC3)nc(Cc3ccccc3)c2CO1	-20%	?	?	?	?	?	?	?	30*
CCOc1cc(C(=O)Nc2cccc3ncccc23)cc(OCC)c1OCC	7%	-2%	1%	-2%	0%	13	6%[9.24 µM]	-5%	35*
CCCOc1cccc(C(=O)N(Cc2ccco2)C2CCS(=O)(=O)C2)c1 (configuration not stated)	0%	-1%	-1%	-20%	-3%	9	-4%	-3%	-10
CC(C)(C)NS(=O)(=O)c1ccc(N2C(=O)c3ccccc3C2=O)cc1	1%	-2%	-18%	3%	0%	-20	-3%	-21%	1
